SMARCA2 act: SMARCA2 function activation, primary screen; AID 652017; activation, % at 9.1 µM; MG213 cells, MMTV-luciferase reporter, dexamethasone, overnight; hit rate 1% among 370,000; in the data active means activation above about 7.8%;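 further: 0% = vehicle wells and 100% = reference activator wells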
GAA850 FXN act: frataxin GAA850 promoter activation; hit rate 0.56% among 360,000; activation, % at 6 µM; AID 540364; HEK293 lucGAA850 FXN promoter luciferase reporter, 24 h; percent of 10 µM SAHA response;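 active means activation above the average of all compounds screened plus 3 SD, cutoff fixed separately per campaign, cut at about 7.5% in these data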;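 further: 0% = DMSO wells and 100% = 10 µM SAHA wells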
hcDAF-12 act: activators of H. contortus DAF-12 nuclear receptor; HEK293 hcDAF-12 lit1-tk-luc reporter, luminescence; 0% DMSO, 100% Δ7-dafachronic acid; activation, % at 6.8 µM; hit rate 1.4% among 370,000;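 active means activation above the mean of all tested compounds plus 3 SD, cut at about 5.5% in these data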;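 further: 100% = response to 3 µM Δ7-dafachronic acid high control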
sPLA2-III inh: Inhibits HGIII-sPLA2 liposome hydrolysis, primary screen; hit rate 0.56% among 370,000; QFRET BODIPY PC-A2 liposome hydrolysis, fluorescence; AID 743126; inhibition, % at 12.2 µM;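 active means inhibition above mean plus 3 SD of compounds lying within the high and low control bounds, cut at about 19% in these data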;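 further: 0% = median of test compound wells and 100% = no enzyme DMSO wells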
Target sequence (Q9NZ20 whole entry, looked up): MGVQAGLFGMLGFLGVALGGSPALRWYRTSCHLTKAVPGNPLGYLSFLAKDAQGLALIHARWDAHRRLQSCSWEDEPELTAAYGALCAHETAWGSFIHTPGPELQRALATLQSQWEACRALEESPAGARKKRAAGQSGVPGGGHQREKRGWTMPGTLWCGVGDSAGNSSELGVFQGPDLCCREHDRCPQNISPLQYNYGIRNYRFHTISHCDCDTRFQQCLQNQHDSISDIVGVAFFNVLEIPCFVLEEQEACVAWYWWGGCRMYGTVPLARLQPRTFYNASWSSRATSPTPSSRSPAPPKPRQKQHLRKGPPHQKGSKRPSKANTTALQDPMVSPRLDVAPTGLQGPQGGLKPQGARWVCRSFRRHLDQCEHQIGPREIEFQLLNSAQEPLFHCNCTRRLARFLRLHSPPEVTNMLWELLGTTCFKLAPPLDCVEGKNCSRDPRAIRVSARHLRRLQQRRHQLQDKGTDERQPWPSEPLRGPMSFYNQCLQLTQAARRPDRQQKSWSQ
GC-A act: GC-A (human) enzyme activation; P16066; HEK293 GC-A cells, cGMP TR-FRET, EC30 ANP; 0% at EC30 ANP, 100% saturating ANP; activation, % at 10 µM; hit rate 0.14% among 370,000; AID 1671463; in the data active means activation above about 40%
DAX1 inh-1: DAX1 (NR0B1) inhibition, primary screen; inhibition, % at 6.8 µM; AID 652010; HEK293T StAR-luciferase reporter, SF-1/DAX-1 repression relief; hit rate 1.1% among 370,000;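 active means inhibition above the mean over all tested compounds plus 3 SD, cut at about 3.6% in these data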;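 further: 0% = DAX-1 cells with DMSO and 100% = cells lacking DAX-1 with DMSO; higher inhibition means more luminescence from relief of DAX-1 repression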
DAX1 inh-2: inhibitors of human orphan nuclear receptor DAX1 (NR0B1) | P51843 | HEK293 Gal4-DAX1 luciferase reporter, luminescence | inhibition, % at 6.75 µM | hit rate 0.99% among 340,000 | AID 504766;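 active means inhibition above the mean over all tested compounds plus 3 SD, cut at about 4.2% in these data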;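 further: 0% = DAX1-transfected cells with DMSO and 100% = empty-vector control cells with DMSO; inhibition shows as a rise in luminescence from relieved DAX1 repression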
ADAM10 inh: inhibits human ADAM10; recombinant ADAM10, EDANS/DABCYL FRET peptide cleavage, 3 h; O14672; inhibition, % at 7 µM; hit rate 0.62% among 370,000; AID 720582;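 active means inhibition above a per-campaign cutoff equal to the mean of compounds falling between control-based bounds plus 3 SD, cut at about 20% in these data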;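 further: 0% = DMSO wells while the 100% control is not disclosed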
Target sequence (O14672 214-748 limits assumed): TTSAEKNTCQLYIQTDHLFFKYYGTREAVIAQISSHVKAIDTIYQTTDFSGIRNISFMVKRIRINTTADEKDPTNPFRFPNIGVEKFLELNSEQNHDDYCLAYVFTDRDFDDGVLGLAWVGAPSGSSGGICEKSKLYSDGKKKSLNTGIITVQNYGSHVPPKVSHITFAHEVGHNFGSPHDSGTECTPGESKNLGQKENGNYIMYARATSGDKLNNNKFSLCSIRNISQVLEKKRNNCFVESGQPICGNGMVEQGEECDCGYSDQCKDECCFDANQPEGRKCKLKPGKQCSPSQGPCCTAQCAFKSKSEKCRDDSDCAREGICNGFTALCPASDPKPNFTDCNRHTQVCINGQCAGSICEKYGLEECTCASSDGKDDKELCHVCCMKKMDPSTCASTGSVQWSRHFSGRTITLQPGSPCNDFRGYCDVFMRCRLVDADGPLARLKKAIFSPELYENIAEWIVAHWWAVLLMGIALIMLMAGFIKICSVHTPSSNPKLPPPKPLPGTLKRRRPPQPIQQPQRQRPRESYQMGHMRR
hgDAF12 agonist: activates the H. glycines DAF-12 receptor ligand-binding domain | activation, % at 6.8 µM | HEK293 GAL4-hgDAF12 UAS-luciferase reporter, agonist luminescence; normalized to butyrate control | AID 687014 | hit rate 1.8% among 370,000;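 active means activation above a cutoff set at the mean of all screened compounds plus 3 SD, cut at about 10% in these data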;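 further: 0% = DMSO wells and 100% = sodium butyrate wells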
GC-B act: GC-B (human) receptor activation | P20594 | activation, % at 10 µM | HEK293-GC-B cells, CNP EC30, cGMP TR-FRET; 0% at EC30 CNP, 100% saturating CNP | hit rate 0.11% among 370,000;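 active means activation at 10 µM reaching about 35% in either raw or pattern-adjusted values, limit read from the data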
ssDAF-12 act: activators of S. stercoralis DAF-12 nuclear receptor | HEK293 ssDAF-12/GRIP1 lit1-tk-luc reporter, luminescence; % of 3 µM dafachronic acid response | activation, % at 6.8 µM | hit rate 1% among 370,000;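 active means activation above the mean over all tested compounds plus 3 SD, cut at about 0.9% in these data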;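 further: 0% = DMSO-only wells and 100% = 3 µM delta7-dafachronic acid wells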
The depositor's hits bear a star; i = inactive; nt = no result given.

The line under a structure holds: SMARCA2 act	GAA850 FXN act	hcDAF-12 act	sPLA2-III inh	GC-A act	DAX1 inh-1	DAX1 inh-2	ADAM10 inh	hgDAF12 agonist	GC-B act	ssDAF-12 act
COc1cccc(NC(=O)C2CC2)c1
    1	-1.1	0.1	14	-5	0.2	2.0	0	0.6	3	-1.2
CCOC(=O)COc1cccc2c(=O)n(CC(=O)N3CCN(C(=O)OCC)CC3)ccc12
    -2	-0.3	1.8	2	2	1.3	0.8	-57	3.2	-4	-0.6
O=[N+]([O-])c1cc([N+](=O)[O-])c(Oc2ccc(Cl)c3cccnc23)cc1NN1CCCCC1
    0	-1.3	0.2	-2	5	0.6	3.0	4	1.1	6	-1.3
CC(NC(=S)Nc1ccc(S(=O)(=O)N2CCOCC2)cc1)C1CC2CCC1C2 (centres undefined)
    -2	2.4	-2.4	-8	-2	0.2	-0.8	17	0.7	-1	-1.7
Cc1cc(=O)oc2c1ccc1ccccc12
    -1	1.4	-1.8	3	-7	0.1	-1.0	i	6.0	-3	-1.6
COc1ccc(S(=O)(=O)N2CCCCCC2)cc1N(C)S(=O)(=O)c1ccccc1
    -3	0.9	-3.9	0	-2	-0.6	-2.3	2	-0.4	5	-1.9
O=c1c(C/C=C/c2ccccc2)c(O)nc2n1CCCS2
    -1	0.3	-1.3	1	-2	0.4	-0.3	3	-1.0	2	-0.4
CCOC(=O)C(C(=O)OCC)C1N=C(N)N=C2Oc3ccccc3N21 (centres undefined)
    3	-0.2	-1.0	-2	1	0.9	0.0	-2	3.8	-2	-0.8
C/C(=N\NC(=O)C12CCC(C)(C(=O)O1)C2(C)C)c1ccccc1O (centres undefined)
    -4	1.1	-0.6	10	5	0.6	1.1	-9	-0.6	4	-1.4
CC(C)(C)NC(=O)[C@]1(C)CCC[C@@]2(C)C3CC[C@@]4(C)C[C@]3(CCC21)CC4=O (some centres undefined)
    -1	-1.5	-1.5	-7	1	-0.3	1.8	0	2.6	1	-1.3
COc1ccc(NCc2nnc(SCC(=O)Nc3ccc(OC)cc3)n2C)cc1
    1	0.2	-1.6	3	-6	0.4	0.3	4	-1.2	-1	-0.3
COc1ccc(NC(=S)N(CCCN2CCOCC2)Cc2cn(C)c3ccccc23)cc1
    1	-2.9	-2.5	3	-1	-0.5	-0.5	0	-4.4	-4	-0.9
COc1cc(/C=C2/CCC/C(=C\c3cc(O)c(OC)c(Cl)c3)C2=O)cc(Cl)c1O
    -2	-3.7	-0.9	-5	-12	-0.1	-0.9	4	0.0	-12	-0.9
c1ccc2sc(-n3cc(C4CCCCC4)nn3)nc2c1
    6	nt	6.6*	3	-2	9.2*	nt	8	26*	0	1.3*
Clc1ccc(-c2nnc(N3CCOCC3)o2)cc1
    0	2.7	0.7	5	0	0.9	1.0	-33	2.2	-4	-1.0
Cc1cc(C(=O)NCC2CCCO2)sc1C (centres undefined)
    -1	2.8	-0.6	13	3	2.9	0.3	-1	2.2	3	-0.6
CCOc1ccccc1C(=O)NC(C(=O)Nc1ccccc1N1CCOCC1)C(C)C (centres undefined)
    -4	1.3	-2.8	-5	-26	-1.1	-0.4	3	-1.0	-13	-0.9
Cc1ccsc1C(=O)N1CCC1(C)C(=O)NS(=O)(=O)c1cccc(F)c1 (centres undefined)
    -7	1.5	0.1	2	1	-1.2	nt	-2	0.9	-1	-1.1
CC(=O)Nc1ccc(S(=O)(=O)NCCSCc2ccccc2Cl)cc1
    -3	-0.6	-2.4	-15	-5	-1.8	-3.4	2	-4.7	-2	-1.7
O=C(CCc1nc2ccccc2s1)Nc1ccccc1
    2	1.9	-1.1	-9	-6	-0.6	-1.2	3	-0.6	-2	-0.6
CN(Cc1ccc(Cl)cc1Cl)C(=O)c1cccc(S(=O)(=O)N2CCN(c3ccccc3)CC2)c1
    -4	-2.1	-2.7	-5	0	-4.6	-2.8	8	-3.4	-1	-1.6
O=C(CCn1cnnn1)N1CCCC(Nc2ccc(F)c(F)c2)C1 (centres undefined)
    -2	-1.7	0.2	3	0	-0.6	0.6	0	2.5	3	-0.8
O=C(N/N=C/c1ccc2c(c1)OCO2)c1sc2cccc(Cl)c2c1Cl
    0	3.1	3.5	-6	-2	0.4	-0.4	7	-0.4	-6	-0.4
O=C(CSc1nnc(-c2ccco2)n1-c1ccc(Cl)cc1)Nc1ccc(S(=O)(=O)Nc2nccs2)cc1
    6	nt	-0.5	-35	0	0.6	nt	17	-1.2	-2	-1.1
Cc1ccc(S(=O)(=O)N2CCN(C(=O)CCC(=O)NCCc3ccc(F)cc3)CC2)cc1
    -2	2.4	-0.5	-7	1	0.9	0.3	-9	-1.8	2	-1.0
CCC(=O)N1CCc2cc(OC)c(OC)cc2C1COc1ccc(F)cc1 (centres undefined)
    0	3.2	-0.3	-5	4	-0.3	-1.1	-11	-3.4	1	-2.1
CCC(=O)c1ccc(OC(=O)Cc2ccc(OC)cc2)cc1
    4	1.0	-1.6	3	-2	0.7	0.4	7	-0.5	0	-0.7
Fc1ccccc1-c1nc(-c2ccc(Br)o2)no1
    4	0.3	17*	-5	2	2.5	2.0	0	21*	-6	2.3*
CSc1ncc(Cl)c(C(=O)Nc2ccc(S(=O)(=O)N3CCOCC3)cc2)n1
    -2	2.3	-0.8	-1	3	-0.2	0.2	-3	0.7	-3	-0.8
CCCS(=O)(=O)NC(=O)C1(C)CCCN(C(=O)c2cc(C)n(C(C)(C)C)n2)C1 (centres undefined)
    0	0.2	-0.9	-3	-2	0.4	nt	-1	-3.7	1	-1.8
CC(=O)Oc1ccccc1N(C(C)=O)S(=O)(=O)c1ccc(C)cc1
    -2	-0.3	1.8	-4	-1	0.4	-0.2	-6	1.5	5	0.2
O=C(Nc1cccc(-n2cccn2)c1)C1CCCN(Cc2cc3ccccc3[nH]2)C1 (centres undefined)
    -2	-4.7	4.0	-6	-8	0.2	0.3	-6	-0.3	0	0.2
Cn1cnnc1SCC(=O)N1N=C2/C(=C/c3ccco3)CCCC2C1c1ccco1 (centres undefined)
    1	-2.7	-0.5	-8	5	-0.1	3.3	-4	0.8	-8	-1.5
Clc1ncnc2[nH]ccc12
    -3	1.2	0.6	14	0	-1.3	1.1	-5	2.1	1	-0.8
COc1ccc([C@H]2CN(CCc3ccccc3)C(=O)[C@@H]2CC(=O)Nc2ccccc2)cc1
    0	1.0	1.6	1	-5	0.1	1.0	-20	0.4	-2	-0.8
CCc1ccc(Cc2cnc(NC(=O)C3=NCCN3)s2)cc1
    -4	0.9	0.9	4	4	-0.5	1.9	4	-2.7	4	-1.8
Cc1ccccc1CSCC(=O)c1c(N)n(CC(C)C)c(=O)n(C)c1=O
    -1	-1.2	-1.4	1	6	-0.2	-0.3	0	0.9	-1	-0.6
COc1cccc2c(=O)n(CC(=O)N3CCCCC3)ccc12
    -5	-0.1	1.4	0	2	1.3	1.3	-67	2.3	-1	-1.1
CC1=C(C(=O)N2CCOCC2)CC(CC(=O)NCCc2ccccn2)C(=O)N1CCCN1CCCC1=O (centres undefined)
    -6	nt	-1.1	14	1	1.1	nt	-17	3.0	0	-1.4
Cc1ccc(C(=O)OCC(=O)N2C(C)CCCC2C)cc1S(=O)(=O)N1CCOCC1 (centres undefined)
    -3	3.0	0.9	5	-4	2.3	-0.7	-15	-1.8	2	-0.7
Cc1cc(C)c2c(N)c(C(=O)Nc3ncc(C)s3)sc2n1
    -6	-11	-2.1	12	-1	-3.2	-5.7	i	-11	0	-2.1
C/C(CC(=O)Nc1ccc2c(c1)OCCO2)=N\NC(=O)C(=O)Nc1ccccc1C
    0	-0.3	-1.1	5	3	-0.4	-1.3	-3	-0.5	5	-1.1
O=C(COc1cccnc1[N+](=O)[O-])Nc1ccccc1Sc1ccccc1
    -1	3.4	-3.6	-6	-7	0.1	-1.2	2	-2.9	-4	-1.0
N#Cc1ccc(C(=O)OCCCc2cc3ccccc3c(=O)o2)cc1
    1	0.7	-0.9	-2	2	-0.1	0.3	8	-0.8	0	-0.8
COCCN(CC(=O)Nc1ccc(F)cc1)S(=O)(=O)c1ccc(S(=O)(=O)N2CCCC2)cc1
    -1	-1.1	-0.4	2	1	-0.8	-0.4	3	0.6	1	-0.8
CC(C)OC(=O)c1cccc(C(=O)OCc2ccco2)n1
    2	4.0	-0.5	4	6	-0.4	-0.8	3	-1.6	0	-1.1
Cc1cc(NN)nc(NS(=O)(=O)c2ccccc2Cl)n1
    -5	-1.8	0.3	0	5	-1.2	1.4	-9	0.8	-8	-2.2
Cc1cccc(Cn2cc(COC(=O)N3CCOCC3)nn2)c1
    -2	nt	-0.7	3	1	1.4	nt	4	-2.9	4	-1.2
COc1ccc(/C=C2\SC(=N)N(c3nccs3)C2=O)cc1OC
    1	4.3	-1.7	-4	4	-1.6	-1.7	3	-4.6	-8	-0.6
COc1ccc(N=Nc2nc3ccc(Br)cc3n2C)cc1
    4	2.4	0.5	-314	3	1.1	1.2	3	6.8	8	-0.8
Cc1onc(-c2ccccc2)c1C(=O)OCC(=O)N(CC(C)C)c1c(N)n(Cc2ccccc2)c(=O)[nH]c1=O
    1	1.0	0.1	4	-5	0.5	0.9	-6	-3.4	-6	-0.9
CCOC(=O)c1sc2ncn(/N=C/c3ccc(O)cc3)c(=O)c2c1C
    0	2.2	-2.1	-1	0	-0.5	0.1	8	4.5	0	-1.1
COC(=O)c1ccc(/C=N/NC(=O)c2ccccc2Cl)cc1
    -1	2.6	1.2	0	-3	-0.5	0.6	-3	4.2	2	-1.0
Cn1cnnc1Sc1ccc(C(F)(F)F)cc1[N+](=O)[O-]
    1	1.0	-0.8	2	1	0.1	nt	-4	-0.1	0	-1.1
Cn1c(=O)c2c(SCc3ccccn3)nc(CC(C)(C)C)nc2n(C)c1=O
    -2	2.6	-1.3	0	6	0.1	-0.7	-6	-2.3	0	-1.0
O=S(=O)(c1ccccc1)N(Cc1ccccc1)c1ccccn1
    2	0.6	-0.3	1	-4	-0.1	0.9	4	-2.3	-7	-1.2
CCS(=O)(=O)C(=C1Nc2ccccc2N1)S(=O)(=O)CC
    -3	-0.1	0.6	8	1	-0.2	1.4	3	1.7	1	-1.1
CCOC(=O)c1ccc(/C=C2/C=C(c3ccccc3)N(c3ccc(Cl)c(C(=O)O)c3)C2=O)cc1
    12*	-5.8	8.4*	-40	-11	0.4	0.1	-28	-0.5	-5	-0.7
Cc1ccc(S(=O)(=O)N(CCCc2c(C)nc[nH]c2=O)c2ccccc2)cc1
    1	1.5	0.4	-5	-16	-0.5	0.0	-1	0.6	-11	-0.6
